# Pol beta inh: blocks human DNA polymerase beta activity; P06746; Pol beta primer extension/strand displacement, fluorescence kinetic; Potency, µM (series often up to 114 µM), without a hit: top-dose activity change, negative = inhibition, actives largely listed as inhibitors; 1.3% of 340,000 active; note: potency is the fitted concentration of half-maximal effect; % is set by controls: 0 for no effect and ±100 for the full control effect
#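 Reaction started by 50 nM substrate onto compound-treated Pol beta (10 nM, 15 min preincubation, room temperature); plates read at 0 min and 10 min. Normalized concentration-effect data fitted by four-parameter Hill equation.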
# RGS4 inh: inhibitors of human regulator of G protein signaling 4 | P49798 | Transcreener GDP fluorescence polarization, RGS4-accelerated GTP hydrolysis | Potency, µM (highest dose often 114 µM), for inactives: top-dose activity change, negative = inhibition, most hits filed as inhibitors | 0.039% of 390,000 active | AID 504845; note: potency is the fitted concentration of half-maximal effect; % is set by controls: 0 for no effect and ±100 for the full control effect; nearly all actives have a fitted effect of over 75% in size; some results filed as inactive show a strong effect at the top dose
#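 MLSMR compounds (23 nl, pin-transferred) preincubated 10 min at room temperature with a 500nM (2x) first reagent, then RGS4 at 900nM (2x) plus Transcreener GDP mix added; fluorescence polarization (620/688 nm) read before and after 90 min at 30 °C.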
# Apoferritin bind: binds horse apoferritin like a general anesthetic; AID 485281; apoferritin/1-aminoanthracene competitive binding, fluorescence; P02791; 0.074% of 350,000 active; Potency, µM (top dose mostly 77.5 µM), for the others: at the top dose activity change, negative = displacement, actives largely listed as inhibitors; note: potency is the fitted concentration of half-maximal effect; % is set by controls: 0 for no effect and ±100 for the full control effect; nearly all actives have a fitted effect of over 20% in size
#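 10 uM apoferritin + 50% sat. 1-AMA, PBS; cpd 10 min RT; Ex380/Em535 endpoint; normalized to free probe vs complex; 4-param Hill fit; propofol titration as pos. ctrl.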
# LDHA block: blocks human lactate dehydrogenase A. 0.15% of 480,000 active. P00338. purified LDHA, NADH/diaphorase-resazurin fluorescence; hits give low values. activity change, % (values are at about 110 or 230 µM); in the data active = activity change below about -30%; inconclusive = mostly about -25% to -30%;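 note: plate controls were DMSO wells for no effect and wells without enzyme for full effect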
#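 Resorufin fluorescence (ex540/em590), read at 0 and 20 min after diaphorase/resazurin addition, reports the NADH left after a 5 min room-temperature reaction of 2 nM human LDH5 with 0.06 mM NADH and 0.2 mM pyruvate.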
# APE1 inh: blocks human APE1 abasic DNA cleavage. recombinant APE1, TAMRA/BHQ-2 abasic DNA cleavage fluorescence. Potency, µM (highest dose often 65.8 µM), without a hit: at the highest dose activity change, negative = inhibition, actives largely listed as inhibitors. 0.35% of 350,000 active. AID 2517;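 note: potency is the fitted concentration of half-maximal effect; plate controls were vehicle for no effect and reference inhibitor for full effect; nearly all actives have a fitted effect of over 55% in size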
# Target sequence (P27695 whole entry, looked up): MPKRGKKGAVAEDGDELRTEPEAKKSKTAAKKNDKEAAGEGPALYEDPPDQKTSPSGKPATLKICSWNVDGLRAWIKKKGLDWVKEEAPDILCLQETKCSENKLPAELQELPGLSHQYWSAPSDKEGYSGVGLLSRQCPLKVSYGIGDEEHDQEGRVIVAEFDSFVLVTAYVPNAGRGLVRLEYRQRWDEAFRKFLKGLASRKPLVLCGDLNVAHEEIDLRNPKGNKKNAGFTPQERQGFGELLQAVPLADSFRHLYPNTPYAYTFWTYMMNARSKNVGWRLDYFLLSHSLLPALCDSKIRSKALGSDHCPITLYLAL
#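 Activity was derived from the fluorescence gain between first and third kinetic reads (60 s intervals, ex 525/em 598 nm) after 50 nM THF-abasic TAMRA/BHQ-2 duplex was added to 0.75 nM APE1 preincubated 15 min with compound.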
# Pol eta inh: inhibitors of human DNA polymerase eta. recombinant Pol eta, fluorescent DNA replication assay. Potency, µM (doses to about 114 µM), for the others: at the top dose activity change, negative = inhibition, hits mostly inhibitors. 1.2% of 390,000 active. AID 588591; note: potency is the fitted concentration of half-maximal effect; % is set by controls: 0 for no effect and ±100 for the full control effect
# Target sequence (Q9Y253 whole entry, looked up): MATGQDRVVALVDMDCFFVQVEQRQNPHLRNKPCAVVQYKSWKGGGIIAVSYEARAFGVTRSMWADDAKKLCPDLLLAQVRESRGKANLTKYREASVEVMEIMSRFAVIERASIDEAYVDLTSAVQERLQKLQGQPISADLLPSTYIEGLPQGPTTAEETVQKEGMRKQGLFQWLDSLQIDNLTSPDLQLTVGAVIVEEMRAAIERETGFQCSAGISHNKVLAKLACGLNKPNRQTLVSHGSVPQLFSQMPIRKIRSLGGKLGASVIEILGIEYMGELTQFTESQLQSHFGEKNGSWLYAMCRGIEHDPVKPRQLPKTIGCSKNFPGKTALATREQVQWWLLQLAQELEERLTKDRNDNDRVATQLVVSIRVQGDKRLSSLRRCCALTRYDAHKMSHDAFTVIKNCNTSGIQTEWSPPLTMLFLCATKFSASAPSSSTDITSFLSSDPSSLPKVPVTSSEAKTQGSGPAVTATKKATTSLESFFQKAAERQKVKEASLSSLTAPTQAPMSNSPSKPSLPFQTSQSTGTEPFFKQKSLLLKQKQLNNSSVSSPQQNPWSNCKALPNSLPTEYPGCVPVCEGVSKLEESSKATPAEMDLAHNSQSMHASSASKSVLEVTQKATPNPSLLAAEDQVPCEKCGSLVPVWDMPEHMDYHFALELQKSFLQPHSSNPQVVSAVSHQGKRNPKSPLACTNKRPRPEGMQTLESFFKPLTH
#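 Fluorescent replication assay: 50 nM final substrate added after a 15 min room-temperature compound preincubation with 10 nM enzyme. Signal taken at 0 min and again at 10 min.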
# ALOX12 inh: ALOX12 (human) lipoxygenase inhibition. purified 12hLO, xylenol orange hydroperoxide absorbance. Potency, µM (doses to about 108 µM), without a hit: at the top dose activity change, negative = inhibition, actives largely listed as inhibitors. AID 1671190. 1.1% of 580,000 active; note: potency is the fitted concentration of half-maximal effect; % is set by controls: 0 for no effect and ±100 for the full control effect
#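 Hydroperoxide product was detected by ferrous iron/xylenol orange as the 573 to 405 nm absorbance ratio. Arachidonic acid at 40 uM (final) was turned over for 30 min at room temperature by 150 nM human 12hLO, pH 7.0 Hepes buffer, after 15 min compound preincubation.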
# ERG-DNA inh: inhibitors of human ERG Ets domain-DNA interaction; P11308; fluorescence polarization, His-ERG Ets domain / labelled DNA; Potency, µM (highest dose often 76.9 µM), without a hit: at the highest dose FP activity, negative = inhibition, actives largely listed as inhibitors; 0.028% of 370,000 active; active = well fitted inhibition curve with a large enough effect in the polarisation, with a control signal flat; inconclusive = small, poorly fitted or top-dose-only effect, or effect the other way, or a change in a side signal; inactive = no such curve, though single readings can be large or run the other way; the % refers to the polarisation;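 note: polarization taken with two DNA probes labelled with fluorescein and Texas red; potency is the fitted concentration of half-maximal effect; % of control where 0% means no effect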
#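 His-tagged ERG Ets domain (1 uM in the protein solution; 300mM KCl, 50mM Tris-HCl, 1mM EDTA, 1mM DTT, pH 7.5) received compound, then a probe mix of 5 nM fluorescein-DNA and 100nM Texas-615-DNA. Fluorescence polarization was read for both dyes.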
# Pol kappa inh: blocks human DNA polymerase kappa activity. purified Pol kappa, fluorescent DNA synthesis assay, 10 min. 0.53% of 400,000 active. AID 588579. Q9UBT6. Potency, µM (titrated, usually from 107 µM), without a hit: at the highest dose activity, negative = inhibition, most hits filed as inhibitors; note: potency is the fitted concentration of half-maximal effect; % is set by controls: 0 for no effect and ±100 for the full control effect
#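 Kinetic fluorescence readout at 0 and 10 min followed reaction start with substrate at 50 nM final. Beforehand, enzyme (10 nM Pol kappa) stood 15 min with compound at room temperature; buffer-only wells were negative controls.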
# The depositor's hits bear a star; ? = inconclusive; nt = no result given; [ ] = another dose, or the depositor's remark. Unless noted, calls come from the whole dose curve; as a rule, active = well fitted curve in the direction sought with a large enough effect; inconclusive = small, poorly fitted or top-dose-only effect, or another doubt; inactive = no such curve, though single readings can be large; an effect the other way counts as inactive or inconclusive. This is a subset. The share of hits here may be higher or lower than overall.
1) COc1ccc(N2C(=O)CSC2c2ccncc2)cc1 (stereo not given)
2) Cc1ccc(NC(=O)Cn2c(=O)n(-c3ccc(Cl)c(Cl)c3)c(=O)c3c(C)c(C)sc32)c(C)c1
3) O=C(NCCc1ccco1)C(=O)NCC1CCCN1S(=O)(=O)c1ccccc1 (stereo not given)
4) CC(C)[C@H](NC(=O)N1CCn2c1nc1ccccc12)C(=O)NCc1ccco1
5) Cc1ccc(/C=C2\SC(=S)N(CCC(=O)Nc3ccc(O)cc3)C2=O)cc1
6) CC1CN(C(=O)C2CCCCC2)C(C)CN1C(=O)C1CCCCC1 (stereo not given)
7) CCOc1ccccc1-c1nc(C(N)=O)c2c(n1)n(-c1ccc3c(c1)OCO3)c(=O)n2C
8) CC(OC(=O)c1cc2ccccc2cc1O)C(=O)Nc1ccc(S(N)(=O)=O)cc1 (stereo not given)

entry no.,1,2,3,4,5,6,7,8
Pol beta inh,-13%,1%,nt,42%,2%,2%,2%,4%
RGS4 inh,4%[11.4 µM],11%,-22%,-6%,-13%,6%[56.9 µM],-9%,4%
Apoferritin bind,0%,-3%,nt,3%,-3%,-14%,-1%,-7%
LDHA block,-8,-6,-8,-6,-5,2,1,11
APE1 inh,2%,nt,12%,21%,33%,1%,nt,0%
Pol eta inh,-13%,nt,-4%,-13%,-24%,-10%,-2%,-3%
ALOX12 inh,0%,-5%,0%,31%,-7%,-28%,11%,-15%
ERG-DNA inh,4%,-8%,3%,9%,10%,9%,-2%,-1%
Pol kappa inh,-3%,12%,-18%,3%,-7%,1%,-2%[60.1 µM],0%

9) CSc1ncccc1C(=O)N(C)CC(=O)Nc1ccc(Cl)cc1
10) CCN(CC(=O)Nc1ccc(NC(C)=O)cc1)C(=O)CN1C(=O)NC2(CCCC2)C1=O
11) CCOC(=O)C1CCN(C(=O)COC(=O)/C=C/c2cccc(OC)c2OC)CC1
12) COc1ccc(/C=N/Nc2cc(C)nc(N)n2)cc1
13) CCOC(=O)CSc1nnc(-c2ccc(NS(=O)(=O)c3ccc(C)cc3)cc2)o1
14) COc1cccc(CN2CCN(S(=O)(=O)c3ccc(Br)cc3)CC2)c1
15) COc1ccc(-c2cc(C(F)(F)F)nc(N3CCCCC3)n2)cc1OC
16) O=C(CSc1n[nH]c(-c2ccncc2)n1)NC1CCS(=O)(=O)C1 (stereo not given)

entry no.,9,10,11,12,13,14,15,16
Pol beta inh,1%,nt,nt,0%,-15%,-18%,-1%,13%
RGS4 inh,3%,-16%,1%,-9%,-19%,-10%,-5%,-27%
Apoferritin bind,-1%,nt,nt,-18%,-21%,-3%,-9%,3%
LDHA block,1,-2,-3,-3,-2,-3,8,0
APE1 inh,7%[12.4 µM],4%,51%[activator],-9%,-11%,5%,1%,-6%
Pol eta inh,-11%,-20%,-15%,-14%,-13%,-14%,-14%,-12%
ALOX12 inh,-28%,?,21%,15%,0%,-11%,-22%,?
ERG-DNA inh,-4%,-5%,8%,-12%,0%,nt,-5%,-4%
Pol kappa inh,7%,-19%,2%,-4%,-10%,-9%,-9%,5%

# Next part; it opens with the 3 that closed the last part.
14) COc1cccc(CN2CCN(S(=O)(=O)c3ccc(Br)cc3)CC2)c1
15) COc1ccc(-c2cc(C(F)(F)F)nc(N3CCCCC3)n2)cc1OC
16) O=C(CSc1n[nH]c(-c2ccncc2)n1)NC1CCS(=O)(=O)C1 (stereo not given)
17) COc1ccccc1OC(=O)c1cc(Cl)nc2ccccc12
18) Cc1cc(OC(=O)c2ccc(S(=O)(=O)N3CCOCC3)cc2)c([N+](=O)[O-])c(=O)[nH]1
19) COC(=O)CCSCc1cn2cc(Cl)ccc2n1
20) O=c1c2cc(F)ccc2sn1-c1ccccc1
21) Cc1noc(C)c1COc1ncnc2ccccc12
22) COc1ccc(C(=O)Nc2cccc(-c3nc4ncccc4o3)c2C)cc1OC
23) O=C(C1COc2ccccc2O1)N1CCN(c2ccccc2)CC1 (stereo not given)
24) CCN1C(=O)C(CC(=O)Nc2cc(C)ccc2C)SC1=Nc1ccc(S(N)(=O)=O)cc1 (stereo not given)

entry no.,14,15,16,17,18,19,20,21,22,23,24
Pol beta inh,-18%,-1%,13%,?,8%,-8%,nt,5%,-9%,25%,-6%
RGS4 inh,-10%,-5%,-27%,13%,9%,-1%,-93%,14%,11%,15%,-12%
Apoferritin bind,-3%,-9%,3%,-3%,-9%,1%,nt,-1%,4%,-20%,55%[activator]
LDHA block,-3,8,0,-13,0,-9,-9,-5,-1,-2,-3
APE1 inh,5%,1%,-6%,-2%,2%,1%,39%,-4%,0%,-2%,13%
Pol eta inh,-14%,-14%,-12%,4%,-7%,-17%,-5%,-7%,-1%,0%,-4%
ALOX12 inh,-11%,-22%,?,1%,-16%,7%,?,-4%,0%,?,23%
ERG-DNA inh,nt,-5%,-4%,nt,-5%,-2%,-4%,-5%,-5%,-6%,5%
Pol kappa inh,-9%,-9%,5%,-2%,-5%,-6%,-6%,0%,-13%,-10%,-4%

25) CCc1ccc(NC(=O)CSc2nccn2-c2cccc(C)c2C)cc1
26) O=C(NCc1ccccc1)c1ccc(N2CCC3(CC2)CC(c2ccc(Cl)cc2)=NO3)c([N+](=O)[O-])c1
27) CC(=O)Nc1cccc(NC(=O)CSc2cn(CC(=O)N3CCCCCC3)c3ccccc23)c1
28) COC(=O)CNC(=O)c1c(-c2c(Cl)cccc2Cl)noc1C
29) COc1oc(-c2ccccc2C)nc1C(F)(F)F
30) NC(=O)c1oc2ccccc2c1NC(=O)C1CCCCC1
31) Cc1ccc(NC(=O)CSc2ncn[nH]2)cc1
32) CCN(Cc1ccncc1)C(=O)c1ccc(C)c(S(=O)(=O)N2CCCCC2)c1

entry no.,25,26,27,28,29,30,31,32
Pol beta inh,-20%,28%,4%,1%,29%,-15%,12%,nt
RGS4 inh,1%,-6%,-12%,-16%,4%,16%,14%,-13%
Apoferritin bind,-5%,?,2%,-5%,-6%,3%,-1%,nt
LDHA block,2,-2,-14,2,-5,-9,-2,-4
APE1 inh,nt,-3%,nt,-4%,0%,-3%,7%,17%
Pol eta inh,-12%,-12%,-4%,-10%,-9%,0%,-26%,-15%
ALOX12 inh,-3%,12%,-17%,2%,35%[activator],-13%,1%,-54%
ERG-DNA inh,-2%,9%,-1%,6%,3%,-5%,-12%,2%
Pol kappa inh,-8%[60.1 µM],7%,0%,-2%,-10%,2%,-3%,-6%

33) N#Cc1ccc(-c2cccs2)nc1SCc1cccnc1
34) O=C(CCn1c2c(c3ccccc31)CCCC2)NNC(=O)c1ccccc1[N+](=O)[O-]
35) CCc1cccc(CC)c1NC(=O)c1cccc(N)c1
36) COc1cc(C(=O)O/N=C2\C=CC(=O)C=C2C)cc(OC)c1OC
37) CC1SCC(=O)N(CC(=O)Nc2ccc3c(c2)OCCO3)C1=O (stereo not given)
38) COCCCNc1nc(-c2ccncc2)nc2ccccc12
39) CC(C)(C)c1ccc(NC(=O)NC2CCCc3ccccc32)cc1 (stereo not given)
40) O=C(NCCC1=CCCCC1)c1ccc2c(c1)N(Cc1cccc(Cl)c1)C(=O)c1ccccc1S2(=O)=O

entry no.,33,34,35,36,37,38,39,40
Pol beta inh,-6%,4%,19%,19%,27%,25%,3%,-21%
RGS4 inh,-10%,-4%,?,-21%[11.4 µM],-20%,15%,16%,1%
Apoferritin bind,-2%,-4%,-4%,0%,-17%,-11%,-9%,10%
LDHA block,-2,1,-2,3,-9,-3,-7,1
APE1 inh,-2%,4%,3%,4%,3%,9%,9%,nt
Pol eta inh,2%,-25%,-7%,-1%,-21%,-1%,-22%,0%
ALOX12 inh,?,-9%,14%,-4%,1%,-10%,129%[activator],?
ERG-DNA inh,10%,-2%,5%,-3%,4%,1%,6%,-3%
Pol kappa inh,-4%,-1%,-6%,13%,-2%,-1%,-2%,-7%[60.1 µM]

# 3 entries out of the list above, arranged by the number in APE1 inh, ascending:
no. | mol | APE1 inh
37 | CC1SCC(=O)N(CC(=O)Nc2ccc3c(c2)OCCO3)C1=O (stereo not given) | 3%
36 | COc1cc(C(=O)O/N=C2\C=CC(=O)C=C2C)cc(OC)c1OC | 4%
38 | COCCCNc1nc(-c2ccncc2)nc2ccccc12 | 9%

# (further entries)
41) CN(CCO)c1c2c(nc3cc(-c4cccc(F)c4)nn13)CCCC2
42) CCn1c(=O)c(C(=O)CN2CCN(Cc3ccc4c(c3)OCO4)CC2)c(N)n(Cc2ccccc2)c1=O
43) CCc1ccc(CN(C)CC(=O)Nc2ccc(S(=O)(=O)N3CCOCC3)cc2)cc1
44) Cc1ccc(NS(=O)(=O)c2c(C(=O)N3CCC(C)CC3)c(C)n(C)c2C)cc1Cl

entry no.,41,42,43,44
Pol beta inh,?,28%,nt,-1%
RGS4 inh,4%,9%,12%,-18%
Apoferritin bind,-16%,-22%,nt,47%[activator]
LDHA block,-2,-5,1,6
APE1 inh,0%,-1%,-1%,nt
Pol eta inh,?,-21%,-22%,-14%
ALOX12 inh,-13%,-6%,24%,-2%
ERG-DNA inh,10%,2%,-2%,-3%
Pol kappa inh,-5%,-5%,-11%,-4%[60.1 µM]

# High-throughput results deposited in PubChem by National Center for Advancing Translational Sciences (NCATS).
